Bioassay records: PubChem, National Center for Advancing Translational Sciences (NCATS)
Gal4-VP16 FLuc – counter-screen for ROR gamma inhibitors: Gal4-VP16 reporter; Drosophila S2 Gal4-VP16 UAS-luciferase, luminescence, 20 h; Potency, µM (highest dose often 53.6 µM), inactives show at the top dose activity, negative = inhibition, usual class: inhibitors; 310,000 compounds, 3.5% hits; AID 2546;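 note: Gal4-VP16 expression switched on by copper sulfate through the metallothionein promoter; % is set by controls: 0 for no effect and ±100 for the full control effect; nearly all actives have a fitted effect of over 50% in size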
BRCA1 expr act – BRCA1 expression activation; MCF7-BRCA1-FFLuc reporter, luminescence, 48 h; response scale: scaled: vehicle 0%, 10 µM genistein 100%; AID 624202; Potency, µM (doses to about 46.1 µM), without a hit: top-dose activation, hits mostly activators; 380,000 compounds, 1.1% hits; note: nearly all actives have a fitted effect of over 80% in size; some results filed as inactive show a strong effect at the top dose
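Using MCF7 cells harboring a BRCA1 firefly luciferase reporter, plated 2 h before compound pinning, the screen measured luminescence after 48 h incubation. Responses were normalized to DMSO and 10 microM genistein, then fitted for concentration-effect.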
ELG1 genotox – genotoxicity induction in ELG1-luciferase HEK293T cells | HEK293T ELG1-luciferase reporter, luminescence, 16 h | Potency, µM (doses to about 46 µM), inactives show top-dose activity change, positive = activation, hits mostly activators | 330,000 compounds, 1.3% hits; note: % of control where 0% means no effect; nearly all actives have a fitted effect of over 60% in size
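Quantitative HTS format in 1536-well plates. HEK293T ELG1-luciferase reporter cells receive test compound and are incubated 16 hr at 37 °C, 5% CO2; ONE-Glo added, 30 min room temperature, then luminescence read.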
RORg inh – ROR gamma (mouse) transcription inhibition. Drosophila S2 Gal4-RORgamma UAS-luciferase reporter, 20 h. Potency, µM (series often up to 53.6 µM), inactives show top-dose activity change, negative = inhibition, usual class: inhibitors. 310,000 compounds, 5.4% hits; note: % is set by controls: 0 for no effect and ±100 for the full control effect; nearly all actives have a fitted effect of over 60% in size
Target sequence (P51450 whole entry, looked up, the tested form may be a part): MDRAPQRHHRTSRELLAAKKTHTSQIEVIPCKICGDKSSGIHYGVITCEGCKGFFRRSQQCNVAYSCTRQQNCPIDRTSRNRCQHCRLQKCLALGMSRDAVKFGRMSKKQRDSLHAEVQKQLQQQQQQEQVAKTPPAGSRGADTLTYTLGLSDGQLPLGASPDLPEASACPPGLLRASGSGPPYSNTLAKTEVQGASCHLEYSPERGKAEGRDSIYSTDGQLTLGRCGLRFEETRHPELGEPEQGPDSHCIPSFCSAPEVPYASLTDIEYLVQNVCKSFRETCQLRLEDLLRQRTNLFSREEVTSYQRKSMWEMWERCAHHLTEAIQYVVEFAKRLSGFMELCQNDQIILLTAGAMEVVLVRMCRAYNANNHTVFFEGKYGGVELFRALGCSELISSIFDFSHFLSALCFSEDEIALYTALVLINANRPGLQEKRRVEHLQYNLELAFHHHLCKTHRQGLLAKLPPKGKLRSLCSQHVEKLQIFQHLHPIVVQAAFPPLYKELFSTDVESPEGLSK
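Read-out: Photinus luciferase luminescence; inhibitors lower reporter signal. Insect Schneider cells with Gal4-ROR gamma fusion under metallothionein promoter, UAS reporter; 700 uM final copper sulfate induction, 20 hr, ambient temperature.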
p53 reactivator – re-activators of mutant p53. H1299 p53-A138V BP100-luciferase reporter, luminescence, 24 h. Potency, µM (titrated, usually from 92.2 µM), for the others: top-dose activity change, positive = activation, actives largely listed as activators. 320,000 compounds, 0.063% hits. AID 504706; note: % of control where 0% means no effect; nearly all actives have a fitted effect of over 45% in size
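H1299 (p53-null), stable ts p53-A138V + BP100-Luc; 1000 cells/well, Opti-MEM/10% FBS; cpd 4 pt, 1:5; 24 h, 37 deg C, 5% CO2; detection reagent 10 min RT; luminescence.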
FLuc modulator – firefly luciferase modulation, counter-screen for miR-21 project. purified FLuc, Km substrates, luminescence inhibition. Potency, µM (titrated, usually from 57.5 µM), without a hit: at the top dose activity change, negative = inhibition, actives largely listed as inhibitors. 360,000 compounds, 6.9% hits;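 note: plate controls were vehicle for no effect and reference inhibitor for full effect; nearly all actives have a fitted effect of over 55% in size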
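Purified P. pyralis luciferase, 10 nM final, with Km-level 10 uM D-luciferin and 10 uM ATP in 50 mM Tris acetate pH 7.5, 10 mM Mg acetate, 0.01% Tween-20, 0.05% BSA; 6-point qHTS titration about 60 µM downward; luminescence read.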
MBNL1-CUG inh – MBNL1-poly(CUG) RNA binding inhibition; Q9NR56; Potency, µM (top dose mostly 57.5 µM), without a hit: at the top dose activity change, negative = inhibition, usual class: inhibitors; 280,000 compounds, 0.036% hits; TR-FRET MBNL1-His/biotin-(CUG)12 binding, 665/545 ratio; active = well fitted inhibition curve with a large enough effect in the signal ratio, with a control signal flat, not every such curve was filed as active; inconclusive = small, poorly fitted or top-dose-only effect, or effect the other way, or a change in a side signal; inactive = no such curve, though single readings can be large or run the other way; the % refers to the signal ratio; note: % is set by controls: 0 for no effect and ±100 for the full control effect
Target sequence (Q9NR56 whole entry, looked up): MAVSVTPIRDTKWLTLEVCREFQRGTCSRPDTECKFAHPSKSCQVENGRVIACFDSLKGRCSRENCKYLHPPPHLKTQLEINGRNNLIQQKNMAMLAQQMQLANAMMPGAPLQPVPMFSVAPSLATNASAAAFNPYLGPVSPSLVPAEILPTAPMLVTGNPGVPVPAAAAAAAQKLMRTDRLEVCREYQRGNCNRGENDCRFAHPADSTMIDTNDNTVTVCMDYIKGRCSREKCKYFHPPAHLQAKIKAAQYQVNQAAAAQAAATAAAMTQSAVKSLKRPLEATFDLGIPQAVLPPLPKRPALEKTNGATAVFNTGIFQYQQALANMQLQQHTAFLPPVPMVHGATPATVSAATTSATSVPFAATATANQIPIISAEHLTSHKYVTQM
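Compound titration spanned 92 nM–58 uM against the MBNL1-His/biotin-(CUG)12 complex. After 60 min at room temperature with 5 nM streptavidin-XL665 and 0.055 ng/ul terbium anti-His, ratiometric 665/545 nm emission (Ex 340 nm) normalized to controls.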
Rab9 promoter act – activates the Rab9 promoter. 320,000 compounds, 2.8% hits. Potency, µM (top dose mostly 9.22 µM), for inactives: at the top dose activation, negative = inhibition, actives largely listed as activators. Huh7 Rab9 promoter-luciferase reporter, luminescence, 24 h; note: % of control where 0% means no effect; nearly all actives have a fitted effect of over 60% in size
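Rab9 promoter-driven luciferase in stably transfected Huh7 cells; 1500 cells/well rested 2 h, exposed to compound in DMSO for 24 h at 37 °C, 5% CO2. Luminescence read 10 min after adding luciferase reagent at ambient temperature.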
uPA generation – cell surface uPA generation inhibition; cell surface uPA generation assay, qHTS; Potency, µM (doses to about 38.3 µM), for inactives: at the highest dose activity change, negative = inhibition, hits mostly inhibitors; 330,000 compounds, 0.31% hits; AID 540303; active = well fitted inhibition curve with a large enough effect; inconclusive = small, poorly fitted or top-dose-only effect; inactive = no such curve, though single readings can be large or run the other way; tested in mouse RAW 264.7 cells; note: % is set by controls: 0 for no effect and ±100 for the full control effect; nearly all actives have a fitted effect of over 55% in size
MLL CXXC-DNA inh – MLL CXXC-DNA interaction inhibition; 290,000 compounds, 0.037% hits; MLL-CXXC / FITC-HOXA9 DNA fluorescence polarization; Potency, µM (top dose mostly 115 µM), for the others: at the top dose activity change, negative = inhibition, actives largely listed as inhibitors; Q03164; active = well fitted inhibition curve with a large enough effect in the polarisation, with a control signal flat, not every such curve was filed as active; inconclusive = small, poorly fitted or top-dose-only effect, or effect the other way, or a change in a side signal; inactive = no such curve, though single readings can be large or run the other way; the % refers to the polarisation
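Fluorescence polarization: 7 uM MLL-CXXC (stock) preincubated 5 min with compounds, then 50 nM fluorescein-HOX-A9 DNA (stock) added; 30 min ambient. Buffer 50 mM Tris-HCl pH 7.5, 50 mM NaCl, 1 mM DTT, 0.05% BSA.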
NPC1 promoter act – activates the NPC1 promoter; Huh7 NPC1 promoter luciferase reporter, 24 h; Potency, µM (titrated, usually from 9.22 µM), for the others: at the top dose activation, usual class: activators; 320,000 compounds, 2.4% hits;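 note: % of control where 0% means no effect; nearly all actives have a fitted effect of over 60% in size; reporter is driven by a mutant NPC1 promoter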
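Luminescence read-out of NPC1 promoter-driven luciferase in stably transfected Huh7 cells; compounds delivered in DMSO and left 24 h at 37C, 5% CO2, qHTS titration format.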
Starred values were filed as active, the others as inactive; ? = inconclusive; . = not tested or not shown; [ ] = dose if it differs, or a comment. Unless noted, calls come from the whole dose curve; as a rule, active = well fitted curve in the direction sought with a large enough effect; inconclusive = small, poorly fitted or top-dose-only effect, or another doubt; inactive = no such curve, though single readings can be large; an effect the other way counts as inactive or inconclusive. Potency is the fitted concentration of half-maximal effect. Not all compounds are listed (hit frequency here may not be typical).

SMILES	Gal4-VP16 FLuc	BRCA1 expr act	ELG1 genotox	RORg inh	p53 reactivator	FLuc modulator	MBNL1-CUG inh	Rab9 promoter act	uPA generation	MLL CXXC-DNA inh	NPC1 promoter act
COc1ccc(Cc2nnc(SCC(=O)N3CCc4ccccc4C3)o2)cc1	1%	4%	-1%	22%	-6%	-12%	2%	8%	6%	1%	-4%
CCC(CC)C(=O)c1c[nH]c(C(=O)O)c1	-3%	26%	-2%	-3%	0%	3%	-8%	1%	-1%	1%	-1%
C=CCOc1ccc(/C=C2\SC(=S)N(NS(=O)(=O)c3ccc(C)cc3)C2=O)cc1	4%	-11%	-1%	16%	4%	?	6%	1%[1.84 µM]	6%	6%	-4%
COc1ccc(NC(=S)Nc2ncccc2C)cc1OC	?	7.9µM*	?	6.3µM*	10%	?	-4%	?	-6%	13%	?
Cc1ccc(Oc2ncnc3sccc23)cc1	?	65%	?	36%	?	?	.	23%	6%	10%	16%
COc1ccc(S(=O)(=O)/C(C#N)=C/Nc2cccc(OC)c2)cc1	1%	-3%	-1%	-3%	0%	-1%	-4%	-2%	-1%	5%	-3%
O=C(CSc1nnc(NC(=O)c2ccccc2F)s1)NCC1CCCO1 (stereo not drawn)	-5%	13µM*	?	-16%	?	12µM*	-3%	?	6.3µM*	9%	?
C/C(=N\N=c1/scc(C)n1Cc1ccco1)c1cccc([N+](=O)[O-])c1	7%	29%	9%	9%	?	?	2%	-3%	1%	-6%	-3%
CSc1ccc(C(=O)N2CCc3ccc(NC(=O)c4ccccn4)cc3C2)cc1	-1%	4%	-34%[inhibitor]	?	-15%	19µM*	-8%	?	0%	66%[activator]	?
Cn1c(NC(=O)CC2CCCCC2)cc(=O)n(C)c1=O	-3%	28%	-4%	?	-1%	-1%	-5%	-1%	?	-10%	-7%
Cc1ccc(NC(=O)C2CCN(S(=O)(=O)c3c(C)n[nH]c3C)CC2)c(C)c1	-3%	14%	0%	19%	9%	1%	3%	3%	-4%	38%[activator]	-1%
CNC(=O)c1nnn(Cc2ccccc2)c1NC(C)=O	-3%	0%	0%	44%	15%	1%	-6%	-2%	.	-1%	-1%
Cc1cc(Br)ccc1NC(=O)CN(C)C(=O)c1cc([N+](=O)[O-])ccc1N1CCOCC1	.	-32%	-13%	.	2%	3%	.	-8%	-6%	.	0%
COCCCNC(=O)CCc1c(C)c2cc3c(C)coc3cc2oc1=O	-8%	1%	1%	-6%	1%	0%	-9%	5%	-4%	-1%	-4%
Cc1ccc(CNCC(O)(c2ccccc2)c2ccc(F)cc2)cc1 (stereo not drawn)	?	-24%	-4%	9%	-1%	4%	2%	3%	0%	13%	-2%
CC(C)S(=O)(=O)c1csc(C(=O)NN)c1-n1cccc1	3%	-25%	-1%	?	-1%	-1%	.	-3%	25%	6%	0%
CC(C)Oc1ccc(S(=O)(=O)N2CCCCC2)cc1NC(=O)CN1C(=O)NC(C)(c2ccccc2)C1=O (stereo not drawn)	-2%	-24%	3%	-31%	0%	5%	7%	8%	-1%	?	1%
CCc1ccc(C(=O)c2oc3nc(C)cc(C)c3c2N)cc1	-5%	-33%	6%	21%	-2%	15µM*	?	24%	.	8%	3%
CC(NC(=O)C1CCCN(S(=O)(=O)c2cccs2)C1)c1ccccc1 (stereo not drawn)	?	1%	-13%	-2%	-3%	2%	3%	1%	-3%	-1%	-3%
CCOC(=O)C1CCCN(c2c(NCCc3ccc(S(N)(=O)=O)cc3)c(=O)c2=O)C1 (stereo not drawn)	-1%	27%	1%	-17%	1%	1%	1%	1%	0%	-8%	-1%
CCN1C(=O)S/C(=C/c2ccsc2)C1=O	-1%	9%	?	28%	?	?	?	25%	0%	-1%	3%
O=C(COC(=O)c1nc(Cl)c(Cl)c(Cl)c1Cl)NCc1ccccc1	.	-74%	-3%	.	?	-1%	.	1%	?	.	0%
O=C(O)C1CCCCC1C(=O)Nc1ccc(F)cc1F (stereo not drawn)	-3%	8%	0%	-18%	6%	4%	-3%	13%	.	2%	-5%
Cc1ccc2cc(C#N)c(NCc3ccccc3)nc2c1	-3%	0%	-1%	13%	0%	-1%	1%	-10%	0%	7%	-2%
O=C(Nc1cccc(NC(=O)c2cccs2)c1)c1ccc(Br)cc1	1%	15%	-7%	?	.	?	12%	3%	-5%	0%	-9%
CC1(C)COC(c2cccn2Cc2ccccc2Cl)=N1	-5%	0%	0%	?	-16%	8%	-6%	8%	5%	9%	-4%
Oc1ccc(Br)cc1/C=N/n1c(C2CCCCC2)n[nH]c1=S	?	-10%	1%	-39%	6%	6%	7%	3%	-3%	2%	3%
O=C(C1CC(=O)N(c2ccc(F)cc2)C1)N1CCC(c2nc3ccccc3[nH]2)CC1 (stereo not drawn)	.	4%	1%	.	0%	0%	.	5%	-1%	.	0%
Fc1cccc(NC(=S)NNc2ccccc2)c1	2.2µM*	-12%	-6%	1.3µM*	26%	-14%	-1%	-1%	4%	2%	3%
CC(C(=O)Nc1ccccc1F)N1CCN(S(=O)(=O)c2ccc(C(F)(F)F)cc2)CC1 (stereo not drawn)	.	-27%	-5%	.	7%	0%	.	-7%	3%	.	-2%
O=C(CS(=O)CC(=O)Nc1cnc2ccccc2c1)Nc1ccc(Cl)cc1 (stereo not drawn)	-13%	-15%	-10%	22%	-8%	0%	-21%	3%	-2%	11%	0%
O=C(Cc1csc(Nc2nc(=S)[nH]c3ccccc23)n1)NCc1ccc(Cl)cc1	10µM*	-54%	1%	3.5µM*	-2%	-1%	14%	7%	21%	51%[activator]	-3%
COc1ccccc1-c1ccc(/C=C2\C=CC(=O)O2)o1	?	32%	12%	-6%	11%	7.6µM*	?	-9%	-12%	?	-1%
O=C(O)C1CCCN1S(=O)(=O)c1cc(Cl)ccc1Cl (stereo not drawn)	0%	16%	0%	-40%	-8%	-2%	-16%	6%	4%	-2%	1%
CCOC(=O)C(=CNc1cc(C)nn1-c1ccc(C)cc1)C(=O)OCC	8%	-31%	-23%	3%	4%	3%	-4%	-6%	1%	6%	0%
O=C1CCc2cc(NS(=O)(=O)c3ccccc3)cc3c2N1CC3	.	-14%	4.1µM*	.	5%	-8%	.	-1%	-6%	.	0%
Nc1cc(S(=O)(=O)Nc2ccccc2Cl)ccc1N1CCOCC1	?	11%	-3%	?	-1%	1%	-4%	-8%	-27%	6%	-2%
Cc1ccccc1CN(C)C(=O)CNC(=O)c1ccc2ccccc2c1	-1%	1%	-1%	33%	6%	-18%	13%	1%[1.84 µM]	8%	?	-1%
CC1CCCCN1CCCNC(=O)c1c(O)nc2ccccn2c1=O (stereo not drawn)	-6%	5%	-2%	1%	8%	0%	4%	0%	7%	9%	-3%
CC1(C)Cc2c(sc3nc(SCC(=O)O)[nH]c(=O)c23)CO1	2%	-1%	2%	15%[10 µM]	-2%	0%	-2%	-1%	.	3%	-1%
